AMA1 RON2 block – AMA1-RON2 (P. falciparum) interaction inhibition; AlphaScreen AMA1-biotinylated RON2 peptide binding; Potency, µM (doses to about 58.2 µM), inactives show at the highest dose activity change, negative = inhibition, most hits filed as inhibitors; hit rate 0.2% among 360,000; AID 720542;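 also: potency is read from the fitted curve at half-maximal effect; 0% = vehicle wells and -100% = peptide control; nearly all actives have a fitted effect of over 45% in size; some results filed as inactive show a strong effect at the top dose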
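AMA1 (3D7) with his tag at 25 nM final met compounds first, then biotinylated RON2 peptide at 25 nM; detection used donor plus acceptor beads, 10 µg/mL apiece, read by AlphaScreen after 30 min at room temperature.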
AmpC no deterg – blocks E. coli AmpC beta-lactamase in detergent-free assay; P00811; AmpC nitrocefin hydrolysis, absorbance 480 nm, 0.0001% Triton; Potency, µM (doses to about 57.1 µM), for inactives: top-dose activity change, negative = inhibition, hits mostly inhibitors; hit rate 0.52% among 330,000; AID 485341;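 also: potency is read from the fitted curve at half-maximal effect; plate controls were no compound for no effect and no enzyme for full effect; nearly all actives have a fitted effect of over 20% in size; some results filed as inactive show a strong effect at the top dose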
Target sequence (P00811 whole entry, looked up): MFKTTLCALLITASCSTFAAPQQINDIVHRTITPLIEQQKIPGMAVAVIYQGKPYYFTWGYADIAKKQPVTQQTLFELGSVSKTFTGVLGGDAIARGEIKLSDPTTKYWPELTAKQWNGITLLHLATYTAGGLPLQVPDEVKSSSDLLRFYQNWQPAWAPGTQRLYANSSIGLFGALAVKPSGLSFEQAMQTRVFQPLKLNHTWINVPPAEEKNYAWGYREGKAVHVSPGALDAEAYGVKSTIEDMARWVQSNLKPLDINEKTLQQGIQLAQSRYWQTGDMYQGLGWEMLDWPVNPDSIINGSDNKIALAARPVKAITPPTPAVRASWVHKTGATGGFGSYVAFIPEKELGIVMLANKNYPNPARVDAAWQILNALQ
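20 mM phosphate pH 7.0 + 0.01% (detergent screen) or 0.0001% Triton X-100; 5.3 nM AmpC reagent; cpd preinc 15 min RT; nitrocefin (800 uM stock) to start; A480 q20 s × 4 min; Activity was normalised to no-enzyme and no-compound control wells.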
AmpC detergent – blocks E. coli AmpC beta-lactamase in detergent assay. P00811. AmpC hydrolysis of nitrocefin, absorbance 480 nm, 0.01% Triton. Potency, µM (top dose mostly 114 µM), inactives show top-dose activity change, negative = inhibition, actives largely listed as inhibitors. hit rate 0.041% among 370,000;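 also: potency is read from the fitted curve at half-maximal effect; 0% = no-compound wells and -100% = no-enzyme wells; nearly all actives have a fitted effect of over 25% in size; some results filed as inactive show a strong effect at the top dose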
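20 mM phosphate pH 7.0 + 0.01% (detergent screen) or 0.0001% Triton X-100; 5.3 nM AmpC reagent; cpd preinc 15 min RT; nitrocefin (800 uM stock) to start; A480 q20 s × 4 min; Activity was normalised to no-enzyme and no-compound control wells.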
LmPK inh – LmPK (Leishmania mexicana) enzyme inhibition; purified LmPK, Kinase-Glo ATP luminescence, 1 h; hit rate 0.37% among 290,000; Q27686; Potency, µM (series often up to 57.5 µM), without a hit: at the top dose activity change, negative = inhibition, hits mostly inhibitors; also: potency is read from the fitted curve at half-maximal effect
Target sequence (Q27686 whole entry, looked up): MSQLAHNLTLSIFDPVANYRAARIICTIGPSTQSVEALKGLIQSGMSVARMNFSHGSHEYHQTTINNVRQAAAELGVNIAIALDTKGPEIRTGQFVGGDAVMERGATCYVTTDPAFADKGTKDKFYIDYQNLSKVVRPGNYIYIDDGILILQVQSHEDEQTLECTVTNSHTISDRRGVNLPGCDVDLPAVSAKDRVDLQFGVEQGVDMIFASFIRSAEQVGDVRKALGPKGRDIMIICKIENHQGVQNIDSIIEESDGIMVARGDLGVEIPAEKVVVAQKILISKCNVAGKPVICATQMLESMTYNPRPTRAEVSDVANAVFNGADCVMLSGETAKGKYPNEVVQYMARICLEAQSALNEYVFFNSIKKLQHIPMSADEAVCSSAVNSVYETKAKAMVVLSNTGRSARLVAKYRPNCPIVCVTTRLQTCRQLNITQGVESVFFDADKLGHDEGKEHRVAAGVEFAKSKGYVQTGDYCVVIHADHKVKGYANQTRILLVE
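Pyruvate kinase activity monitored as ATP production (luciferase luminescence). Conditions: 0.1 nM enzyme, 0.5 mM PEP, 0.1 mM ADP, 1 h, RT; normalized against uninhibited and no-enzyme wells.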
TbPYK inhibitor – inhibitors of Trypanosoma brucei pyruvate kinase; Q57TT1; TbPYK enzyme, Kinase-Glo Plus ATP luminescence, 45 min; Potency, µM (series often up to 76.8 µM), for inactives: at the top dose activity, negative = inhibition, usual class: inhibitors; hit rate 0.12% among 410,000; AID 624173; also: potency is read from the fitted curve at half-maximal effect; nearly all actives have a fitted effect of over 50% in size
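Readout: single end-point luminescence (Kinase-Glo Plus, 10 min). Reaction conditions were TbPYK/substrate plus 130 uM ADP, 45 min at RT, pH 7.2 TEA buffer. No-enzyme wells served as controls, and data were normalized before concentration-response fitting.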
HCV inh – HCV inhibition; Huh7.5.1 HCVcc-Cre infection, luciferase reporter, 44 h; AID 651820; hit rate 3.4% among 340,000; Potency, µM (titrated, usually from 41.8 µM), without a hit: at the highest dose activity change, negative = inhibition, hits mostly inhibitors; also: potency is read from the fitted curve at half-maximal effect
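Seed cells (1,000/well) for 4 h; treat with compound and infect with HCVcc-Cre, moi about 0.5. Incubate 44 h, then detect luciferase activity.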
HCMV inh – human cytomegalovirus inhibition | HFF cells, HCMV-luciferase reporter, 72 h; active compounds read low | activity change, negative = inhibition, % at 57.5 µM | hit rate 4.5% among 410,000 | AID 1259415; in the data active = activity change below about -60%; inconclusive = no clear call, values can overlap the other calls; inactive = above about -39%
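Two-dose cell screen: HFF monolayers treated with compounds and infected with luciferase-expressing HCMV at 1 PFU/cell, 72 h at 37C, then lysed for luciferase measurement.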
* hit, by the source's call; ? = inconclusive; / = no result given; [ ] = dose if it differs, or a comment. Unless noted, calls follow the shape of the dose curve; as a rule, active = well fitted curve in the direction sought with a large enough effect; inconclusive = small, poorly fitted or top-dose-only effect, or another doubt; inactive = no such curve, though single readings can be large; an effect the other way counts as inactive or inconclusive. Unless noted, % is scaled to controls: 0 for no effect and ±100 for the full control effect.

Molecule,AmpC no deterg,TbPYK inhibitor,HCV inh,LmPK inh,HCMV inh,AMA1 RON2 block,AmpC detergent
CCCCn1c(=O)c2oc3ccccc3c2n(CC(=O)Nc2ccc(CC)cc2)c1=O,/,1%,/,/,25,/,0%
Cc1ccc(OC(=O)N(C)C[C@@H]2OCc3cnnn3CCCC(=O)N([C@@H](C)CO)C[C@@H]2C)cc1,/,2%,/,/,11,2%,/
CCOC(=O)c1sc2ncc([N+](=O)[O-])cc2c1N,-11%,-1%,-13%,1%,-5,-7%,-2%
CCOCCCNC(=O)CN1C(=O)c2ccccc2Sc2ncccc21,-5%,4%,13%,5%,10,16%,-1%
CCc1c(C)nc(N)nc1N1N=C1SCC(N)=O,-3%,3%,7%,-3%,19,-6%,-3%
CC(OC(=O)c1cc2sccc2n1C)C(=O)NCCc1ccccc1 (configuration not stated),26%,-12%,-27%,0%,8,-2%,-11%
Fc1cc(F)cc(NC(=S)Nc2ccccc2N2CCOCC2)c1,1%,-10%,-22%,8%,-62*,2%,1%
CC1(C)[C@H]2CC=C(CN3CCC(N4CCC(C(=O)N5CCCC5)CC4)CC3)[C@@H]1C2,19%,-5%,32µM*,3%,-34,5%,7%
CC(=O)N1CCCc2cc(S(=O)(=O)N3CCC(C(=O)NCc4ccccc4Cl)CC3)ccc21,/,2%,/,/,-20,/,6%
COc1ccccc1N1CCN(C(=O)c2ccc3c(=O)n(Cc4ccc5c(c4)OCO5)c(=O)[nH]c3c2)CC1,91%[activator],2%,?,2%,/,7%,0%
CCN(CC)S(=O)(=O)c1ccc(NC(=O)c2c(C)oc3ncnc(N4CCOCC4)c23)cc1,/,0%,/,/,23,/,0%
Cc1ccc(C)c(NC(=O)c2cc([N+](=O)[O-])cc([N+](=O)[O-])c2)c1,-14%,-4%,?,2%,14,-1%,?
CN(C)CCCN(C(=O)c1ccc(S(=O)(=O)N2CCOCC2)cc1)c1nc2cc3c(cc2s1)OCO3,77%[activator],-6%,19%,3%,36,2%,-3%
O=C(O)c1ccc(S(=O)(=O)Nc2ccc(F)c(Cl)c2)cc1,-14%,-8%,23%,3%,61,6%,?
C/C(=N/OC(=O)c1ccc(Cl)cc1Cl)c1oc(C)nc1C,25%,4%,-2%,-24%,-4,-12%,0%
O=C(CSc1ncn[nH]1)N(C1CCCCC1)C1CCCCC1,6%,2%,-18%,16%,9,1%,?
COc1ccc(NC(=O)N2CCN(S(=O)(=O)c3ccc(F)cc3)CC2)c(OC)c1,25%,-5%,12%,2%,?,-7%,4%
COc1ccc(OC)c(S(=O)(=O)N2CCc3ccccc3C2)c1,-3%,0%,-15%,-4%,11,10%,-2%
CN(Cc1cn(Cc2ccc(Cl)cc2)nn1)C1CN(Cc2cn(Cc3ccc(Cl)cc3)nn2)S(=O)(=O)C1 (configuration not stated),/,-4%,/,/,?,1%,/
CCCCn1c(NCc2ccccc2O)nc2ccccc21,?,-4%,?,2%,24,-1%,?
CCOc1ccc(C(=O)CN2CCN(S(=O)(=O)c3ccc(F)cc3)CC2)cc1,1%,3%,-15%,3%,-18,-6%,1%
COc1ccccc1-c1sc2cc3c(cc2c1-c1ccc(OCCN2CCCCC2)cc1)OCO3,72%[activator],3%,?,/,-33,?,/
CC(C)(C)NC(=O)CSc1nc2ccccc2c(=O)[nH]1,-13%,2%,13%,-2%,179,-9%,-1%
COc1ccc(CCNC2=NCCS2)cc1,-1%,1%,12%,2%,1,5%,-10%
Cc1cccc(NC(=O)Cn2nnc(C(=O)Nc3ccccc3Br)c2N)c1C,/,0%,/,/,-23,/,14%
CC(C)c1ccc(S(=O)(=O)N2CCN(C(=O)c3ccco3)CC2)cc1,50%,-2%,-26%,3%,15,-4%,1%
O=C(CSc1nncc2ccccc12)Nc1ccc(F)cc1,-34%,-2%,-5%,1%,-34,0%,-9%
COC(=O)CCC(=O)OC1(C)C(=O)C=C2C=C(C3CC3)N(C(CO)CO)C=C2C1=O (configuration not stated),2%,2%,17%,-1%[11.5 µM],-19,14%,0%
CCOC(=O)c1oc2ccccc2c1NC(=O)CN1CCOCC1,202%[activator],5%,-17%,5%,34,-4%,-3%
CC1CCCC(NC(=O)C2CCN(S(=O)(=O)N3CCCCCC3)CC2)C1C (configuration not stated),7%,-6%,?,6%,2,3%,?
COc1ccc(CCN=C(N)Nc2nc(C)cc(C)n2)cc1,-9%,7%,?,6%,30,6%,2%
Cc1ccc(O)c(-c2cc(C(=O)Nc3ccc(S(=O)(=O)Nc4nccc(C)n4)cc3)[nH]n2)c1,-26%,1%,-21%,5%,0,50%[activator],?
CCCn1nnnc1-c1cccc(Cl)c1,-14%,-7%,/,-4%,-8,6%,?
CCOC(=O)c1ccccc1NC(=O)COC(=O)C1CC(=O)N(CCc2ccccc2)C1 (configuration not stated),139%[activator],-14%,3%,/,-3,3%,-23%
CC(C)CC1NC(=O)c2cc(Cl)ccc2-n2c1nc1ccccc1c2=O (configuration not stated),-27%,/,11%,/,-100*,/,/
Cc1cccc(C(=O)Nc2ccc(N3CCC(CCN4CCOCC4)CC3)c(C(=O)O)c2)c1,2%,5%,/,/,-31,/,3%
COc1ccccc1CNS(=O)(=O)CCNC1CC1,/,-11%,3%,/,5,-2%,/
CCc1ccc(-c2cc(C)no2)cc1S(=O)(=O)N1CCN(c2ccccc2F)CC1,-9%,1%,?,-3%,-30,-6%,-6%
COc1ccccc1NC(=O)c1sc(Cl)nc1C,-15%,19%,?,1%,-15,-8%,0%
O=C1C2C3C=CC(C4CC34)C2C(=O)N1c1ccc2c(c1)OCO2 (configuration not stated),-13%,3%,6%,7%[11.5 µM],-17,-20%,4%
CCn1c(SCc2ccc(C(=O)Nc3nccs3)cc2)nnc1-c1ccc(NC(C)=O)cc1,50%,-5%,15%,3%,-19,-2%,-13%
Cc1nc2ccc(C(=O)N3CCN(c4ccccc4)CC3)cc2s1,-1%,1%,19%,5%,34,-10%,2%
CC(C)N1CC=C2C(C#N)=C(N)C(C#N)(C#N)[C@H](c3ccoc3)[C@H]2C1,-34%,/,/,-2%,/,/,-2%
c1cc2c(cc1CNc1ccc(N3CCOCC3)cc1)OCO2,-6%,-25%,/,/,31,/,/
O=C(C1Cc2ccccc2CN1C(=O)c1ccccc1)N1CCN(c2ccccc2)CC1 (configuration not stated),28%,-3%,-1%,9%,0,-1%,2%
CC1C(=O)N2CCCc3cc(NC(=O)CC(C)(C)C)cc1c32 (configuration not stated),3%,6%,-2%,-2%,-3,-14%,-13%
CCC(C(=O)OCC(=O)Nc1ccc(Cl)c(S(=O)(=O)N(C)C)c1)c1ccccc1 (configuration not stated),-6%,-9%,8%,-3%,?,4%[2.32 µM],-5%
CCOC(=O)c1cnn(-c2nc(-c3ccc(F)cc3)cs2)c1C(F)(F)F,-26%,4%,-15%,-2%,-18,35%[activator],-6%
O=C(CSc1nnnn1-c1ccc(O)cc1)Nc1ccc(N2CCOCC2)c(Cl)c1,-47%,-1%,-22%,6%,-37,-10%,-3%
C/C(=N\NC(=O)CCc1ccccc1)c1ccc(Br)cc1,-21%,-11%,-11%,-1%,-37,11%,-3%
Cn1c(C(=O)N2CCC(C(=O)N3CCOCC3)CC2)cc2sccc21,0%,-4%,4%,0%,-4,0%,?
Cc1cccc(NC(=S)NCc2cccn2C)c1,-21%,2%,?,6%,11,14%,-2%
O=C1CSC(=S)N1/N=C/c1cc(Br)c(O)c(Br)c1,?,-21%,-18%,-6%,/,3%,?
Cc1ccc(C(=O)Nn2cnnc2)cc1[N+](=O)[O-],/,-12%,13%,/,47,3%,/
COc1ccccc1NC(=O)C(=O)NCC(c1ccco1)N1CCc2ccccc21 (configuration not stated),-26%,-1%,?,/,-4,-19%,?
COc1ccc(C(=O)C2CCCN(Cc3ccon3)C2)cc1OC (configuration not stated),-9%,3%,10%,8%,62,105%[activator],9%
O=C(O)c1nn(-c2ccc(Cl)cc2)ccc1=O,-17%,4%,12%,-5%,-20,-5%,-5%
CCN(CC)CCNC(=O)c1ccc(NC(=O)c2cc(-c3ccncc3)nc3ccccc23)cc1,43%,-4%,?,/,39,-4%,-6%
CC(=O)c1cccc(NC(=O)CN(c2ccccc2)S(C)(=O)=O)c1,-13%,0%,-24%,7%,-3,3%,?
Nc1cc(-c2ccc(Cl)cc2)nn1S(=O)(=O)c1ccccc1,-38%,-1%,?,4%,12,6%,9%

Next structures
Molecule,AmpC no deterg,TbPYK inhibitor,HCV inh,LmPK inh,HCMV inh,AMA1 RON2 block,AmpC detergent
O=C(NCC(=O)N1CCCCC1)c1ccc(Br)o1,-15%,-1%,25%,-10%,30,21%,-4%
O=C(CSC1=Nc2ccccc2C2CC=NN12)Nc1ccc(F)cc1Cl (configuration not stated),-25%,4%,10%,-4%,8,0%,0%
Cc1nn(-c2ccccc2)c2[nH]c(=O)cc(C(F)(F)F)c12,-24%,-2%,8%,4%,-6,-8%,-13%
CCOC(=O)C1(C)C=C(Nc2ccc(Br)cc2)C(=O)N1c1ccccc1 (configuration not stated),/,-2%,/,/,1,/,13%
Cc1ccc(OC(=O)C2c3ccccc3Oc3ccccc32)cc1C,-16%,0%,-2%,2%,-28,24%,2%
O=C(NCc1ccccc1)C1=C[C@@H](c2ccc(Br)cc2)C[C@@H](OCCCCO)O1,34%[activator],-1%,-9%,7%,-12,7%,4%

Only TbPYK inhibitor and AmpC detergent, for some of the entries so far:
canonical_smiles,TbPYK inhibitor,AmpC detergent
CCOC(=O)C1(C)C=C(Nc2ccc(Br)cc2)C(=O)N1c1ccccc1 (configuration not stated),-2%,13%
Cc1nn(-c2ccccc2)c2[nH]c(=O)cc(C(F)(F)F)c12,-2%,-13%
O=C(CSC1=Nc2ccccc2C2CC=NN12)Nc1ccc(F)cc1Cl (configuration not stated),4%,0%
O=C(NCc1ccccc1)C1=C[C@@H](c2ccc(Br)cc2)C[C@@H](OCCCCO)O1,-1%,4%

Compounds were not picked by outcome; any-hit rate near 7.5%.
